# Scp-1 inhibitor: Scp-1 phosphatase inhibitors, primary screen, biochemical, colorimetric, uHTS. Carboxy-terminal domain RNA polymerase II polypeptide A small phosphatase 1 (Homo …. Recombinant Scp1, phosphopeptide, malachite green phosphate absorbance. inhibition, % at 20 µM. 340,000 tested, 0.88% active;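 active = inhibition above about 50% at 20 µM, limit read from the data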;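 also: plate controls were DMSO wells with enzyme for no effect and wells lacking enzyme for full effect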
#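 System: truncated SCP-1 phosphatase (76-261aa); medium: Tris acetate buffer pH 5.5 with MgCl2 and Tween-20; incubation: 45 min room-temperature reaction, 5 min colour, 30 min stabiliser; compound: single 20 µM dose, 1% DMSO; reagent: Phosphorylated 17-residue peptide substrate; read-out: % inhibition at 20 µM; technique: colorimetric free-phosphate detection, absorbance 630 nm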
# SUMO1-SIM PPI: modulators of SUMO1 protein-protein interactions, primary screen, biochemical, uHTS; AID 602429, 2012; inhibition, % at 20 µM; SUMO1 binding to a labelled peptide, TR-FRET, 1 h; 360,000 tested, 0.33% active; Small ubiquitin-related modifier 1 (Homo sapiens), P63165; in the data active = inhibition above about 37%
# Target sequence (P63165 whole entry, looked up): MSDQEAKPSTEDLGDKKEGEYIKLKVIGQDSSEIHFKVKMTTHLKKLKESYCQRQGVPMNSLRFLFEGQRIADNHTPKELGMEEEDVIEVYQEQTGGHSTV
# TbMetRS inhib: T. brucei MetRS inhibitors, primary screen, biochemical, luminescence; methionyl-tRNA synthetase (Trypanosoma brucei brucei); purified T. brucei MetRS, ATP depletion, Kinase-Glo luminescence; inhibition, % at 11.9 µM; 360,000 tested, 0.4% active; AID 624268, 2012;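 active = inhibition above a per-plate cutoff of the control wells' mean inhibition plus 3 SD, cut at about 5.5% in these data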;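 also: 0% = DMSO wells median and 100% = median of wells with control inhibitor compound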
#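 Test system – parasite MetRS enzyme · Reagent – substrates ATP, L-methionine and bulk Escherichia coli tRNA · Doses – 11.9 µM compound single dose, 0.9% DMSO · Times – 15 min enzyme-compound preincubation, 2 h reaction, 10 min detection, 25 °C · Signal – Kinase-Glo luminescence, ATP depletion format · Controls – DMSO-only wells as low control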
# STEP block: STEP phosphatase inhibitors, primary screen, biochemical, fluorescence intensity, uHTS; Tyrosine-protein phosphatase non-receptor type 5 (Homo sapiens), P54829; recombinant STEP, OMFP fluorogenic substrate; inhibition, % at 20 µM; 360,000 tested, 0.25% active; AID 588621, 2011;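 active = inhibition at 20 µM, scaled per plate between control wells, above about 37%, limit read from the data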;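 also: 0% = DMSO with enzyme and substrate and 100% = substrate only without enzyme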
#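 Material: STEP (striatal-enriched tyrosine phosphatase) enzyme, cell-free; Compound dosing: 20 µM single dose in 1% DMSO; Technique: fluorescence read at 480 nm ex / 540 nm em; Times: reaction 20 min, ambient temperature; Medium: 50 mM Bis-Tris pH 6.0 with 2.5 mM DTT and 0.005% Tween 20; Also added: OMFP at 25 µM.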
# MsrA act: bovine MsrA enzyme activators, primary screen, biochemical, absorbance, HTS; Methionine sulfoxide reductase A (Bos taurus); purified bovine MsrA, absorbance read-out; activation, % at 10.6 µM; 360,000 tested, 0.3% active; AID 602163, 2012; in the data active = activation above about 7.5%;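 also: 0% = vehicle and 100% = reference activator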
# LMPTP block: LMPTP phosphatase inhibitors, primary screen, biochemical, fluorescence intensity, uHTS; Low molecular weight phosphotyrosine protein phosphatase (Homo sapiens), P24666; recombinant LMPTP-A, OMFP fluorogenic substrate; inhibition, % at 20 µM; 360,000 tested, 0.22% active;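 active = compounds that cut the enzyme signal by at least half of the control window in the single-dose screen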;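 also: plate controls were DMSO wells with enzyme plus substrate for no effect and substrate without enzyme for full effect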
#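 Test system – LMPTP-A enzyme · Amount – LMPTP-A at 0.625 nM final in the reaction · Buffer or medium – Bis-Tris pH 6.0, DTT, detergent · Reagent – OMFP 400 µM · Doses – single 20 µM dose · Schedule – reaction 50 min, room temperature, dark · Detection – fluorescence intensity of OMFP turnover product · Evaluation – percent inhibition versus substrate-only and uninhibited controls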
# MsrA inhibitor: bovine MsrA enzyme inhibitors, primary screen, biochemical, absorbance, HTS; Methionine sulfoxide reductase A (Bos taurus); purified bovine MsrA, absorbance read-out; inhibition, % at 15.5 µM; 360,000 tested, 0.75% active; AID 651718, 2012; in the data active = inhibition above about 4.5%;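 also: 0% = vehicle wells with enzyme and 100% = reference inhibitor wells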
# NRP1-CendR mod: modulators of CendR peptide binding to NRP-1, primary screen, biochemical, fluorescence polarization, uHTS; Neuropilin-1 (Homo sapiens), O14786; FAM-RPARPAR peptide binding to NRP-1; inhibition, % at 25 µM; 360,000 tested, 0.85% active; AID 602438, 2012;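 active = inhibition or corrected inhibition above about 18%, plus a signal ratio from 0.5 to 1.5, limit read from the data, passing the limit was not always enough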; also: strong numbers were not always called active
# Target sequence (O14786 whole entry, looked up): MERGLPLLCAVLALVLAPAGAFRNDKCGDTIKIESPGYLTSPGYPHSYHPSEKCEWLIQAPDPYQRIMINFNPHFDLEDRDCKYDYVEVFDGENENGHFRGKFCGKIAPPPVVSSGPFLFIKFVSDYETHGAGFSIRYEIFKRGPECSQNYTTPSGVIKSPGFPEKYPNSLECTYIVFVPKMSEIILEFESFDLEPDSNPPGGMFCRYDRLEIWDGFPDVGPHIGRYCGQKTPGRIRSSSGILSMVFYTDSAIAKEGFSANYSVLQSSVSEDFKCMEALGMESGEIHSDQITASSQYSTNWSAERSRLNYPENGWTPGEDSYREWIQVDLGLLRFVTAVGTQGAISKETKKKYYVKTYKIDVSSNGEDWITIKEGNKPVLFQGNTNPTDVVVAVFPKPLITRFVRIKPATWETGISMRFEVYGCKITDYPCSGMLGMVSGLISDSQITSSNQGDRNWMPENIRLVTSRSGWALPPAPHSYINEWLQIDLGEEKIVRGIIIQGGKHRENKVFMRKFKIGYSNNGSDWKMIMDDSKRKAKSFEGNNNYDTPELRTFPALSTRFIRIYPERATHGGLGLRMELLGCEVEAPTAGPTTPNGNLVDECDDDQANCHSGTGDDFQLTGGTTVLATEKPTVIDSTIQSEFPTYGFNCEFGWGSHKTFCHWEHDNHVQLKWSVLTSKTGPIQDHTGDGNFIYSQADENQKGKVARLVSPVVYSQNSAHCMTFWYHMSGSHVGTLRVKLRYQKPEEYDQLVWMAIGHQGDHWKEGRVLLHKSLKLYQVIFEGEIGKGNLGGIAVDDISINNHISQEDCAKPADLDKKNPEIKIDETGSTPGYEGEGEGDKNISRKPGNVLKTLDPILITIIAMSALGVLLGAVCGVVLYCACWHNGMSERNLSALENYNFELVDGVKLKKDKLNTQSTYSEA
# DNMT1 inh: human DNMT1 methyltransferase inhibitors, primary screen, biochemical, molecular beacon, fluorescence, HinP1I cleavage, uHTS | AID 588458, 2011 | 360,000 tested, 0.83% active | DNA (cytosine-5)-methyltransferase 1 (Homo sapiens), P26358 | inhibition (reported as % activation of signal), % at 10 µM; in the data active = inhibition above about 50%
# eLon inh: inhibitors of E. coli Lon protease, primary screen, biochemical, fluorescence polarization. P0A9M0. purified E. coli Lon protease. inhibition, % at 7.94 µM. 360,000 tested, 0.42% active. AID 602123, 2011; in the data active = inhibition above about 13%, passing the limit was not always enough;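 also: 0% = enzyme with probe and DMSO and 100% = no enzyme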
# * = called active by the depositor; nt = no result given.
SMILES,Scp-1 inhibitor,SUMO1-SIM PPI,TbMetRS inhib,STEP block,MsrA act,LMPTP block,MsrA inhibitor,NRP1-CendR mod,DNMT1 inh,eLon inh
CCCCCn1c(CN2CCN(CCO)CC2)nc2c1c(=O)n(C)c(=O)n2C,-5,-9,-0.1,-4,1,1.1,1.1,-9,0,-3
CCCc1[nH][nH]c(=O)c1C(c1ccccc1)C(C#N)C#N (stereo not drawn),-3,-1,-0.7,4,-2,-0.3,2.1,6,-4,-2
CC(=O)NCC(=O)N(C)C(C(=O)Nc1ccc(C(C)C)cc1)c1ccccc1 (stereo not drawn),-2,0,-0.4,-1,-6,-1.1,0.1,-1,0,-2
O=S(=O)(Nc1ccc(S(=O)(=O)N2CCCC2)cc1)c1ccc(F)cc1F,-1,2,0.5,1,-14,-1.5,-1.1,-4,3,4
CCn1c(-c2nn(-c3ccccc3)ccc2=O)n[nH]c1=S,-2,0,-0.4,0,0,-0.9,2.0,4,-1,-12
Cc1ccc(NC(=O)Cn2nnc(C(=O)NCc3ccco3)c2N)c(C)c1,6,5,-0.1,1,-3,-0.8,-0.7,3,8,3
C[C@H](CO)N1C[C@H](C)[C@@H](CN(C)C(=O)CN2CCOCC2)Oc2cc(Br)ccc2S1(=O)=O,nt,-3,-0.2,-1,-2,-1.4,0.1,-6,4,-3
C=CCNC(=O)C(C)N1C(=O)c2ccccc2C1=O (stereo not drawn),6,-1,-0.6,3,-13,-0.5,-0.7,0,4,-9
CC(=O)c1ccc(OCC(=O)NC(=O)NC2CCCC2)cc1,nt,-3,-0.2,-3,-2,-1.9,-0.6,8,4,5
COc1ccc(CNC(=O)c2cc3c(s2)CN(Cc2ccccc2)C3)cc1,-5,-2,0.0,4,-3,-0.6,-0.7,-4,-3,4
COc1cccc(N2[C@@H](CC(C)=O)c3ccccc3S2(=O)=O)c1,-5,4,-0.3,-1,-3,0.5,0.0,22*,3,-15
O=S(=O)(Cc1ccccc1)Oc1ccccc1,0,3,-0.4,2,-1,0.9,0.6,2,-1,-2
N#C/C(=C\c1ccc[nH]1)C(=O)NC1CC1,-8,-18,-0.1,1,-4,-1.6,2.9,-15,2,2
CCOc1cc(S(=O)(=O)NCCN2CCOCC2)c(C)cc1C,-4,-1,-0.7,-3,0,0.4,-0.8,-2,-1,2
CNc1ncnc(Sc2nc(N)nc3nc[nH]c23)c1[N+](=O)[O-],7,-31,0.1,-3,-10,-0.9,5.3*,2,12,0
O=[N+]([O-])c1cccc(N(CC(O)CN2CCCC2)S(=O)(=O)c2ccccc2)c1 (stereo not drawn),-8,-19,-0.1,-3,-4,1.1,0.5,-9,0,-11
CC(NCc1ccc(S(N)(=O)=O)cc1)C(=O)Nc1cccc(Cl)c1 (stereo not drawn),-7,0,-0.7,-3,-8,3.1,-1.3,6,3,12
Cc1ccc(C(=O)Nc2ccc(C(=O)N/N=C/c3ccccn3)cc2)cc1,-5,-12,-0.2,2,-1,-1.1,1.3,0,0,-5
C/C(=N\NC(=O)Cc1cccn1C)c1ccc([N+](=O)[O-])cc1,-7,-29,-0.3,-1,-1,0.1,0.5,-3,1,-4
COC(=O)c1c(C)n(-c2ccccc2)c2ccc(O)cc12,4,4,-0.6,-9,0,0.9,-1.1,-2,-6,-2
O=C(O)C1C2CCC(O2)C1C(=O)Nc1ccc(Br)cc1F (stereo not drawn),1,5,-0.6,0,0,-1.7,0.3,16,-4,-9
COCCn1c(=S)[nH]c2sc3c(c2c1=O)CCC(C)C3 (stereo not drawn),3,3,0.1,-1,0,-1.7,-0.3,13,-2,-7
CN(C)c1ccc(CNC(=O)/C=C/[C@H]2O[C@@H](n3ccc(=O)[nH]c3=O)[C@H](O)[C@@H]2O)cc1,nt,5,0.0,2,-2,-1.9,0.0,-5,10,-2
N#Cc1ccc(Cn2ccnc2C(=O)Nc2ccccc2)cc1,-15,1,-0.1,0,-4,-0.6,-0.2,-5,-2,-6
Cc1ccc(S(=O)(=O)N2C[C@]3(O)C[C@@H]4C(=O)N(c5ccccc5)C(=O)[C@@H]4C[C@]3(OC(=O)NCC3CCCCC3)C2)cc1,nt,-3,-0.8,0,0,-2.6,-1.7,-5,2,-8

# Copied from the list:
# DNMT1 inh, CCCCCn1c(CN2CCN(CCO)CC2)nc2c1c(=O)n(C)c(=O)n2C : 0
# eLon inh, CNc1ncnc(Sc2nc(N)nc3nc[nH]c23)c1[N+](=O)[O-] : 0

# Additional results follow.
SMILES,Scp-1 inhibitor,SUMO1-SIM PPI,TbMetRS inhib,STEP block,MsrA act,LMPTP block,MsrA inhibitor,NRP1-CendR mod,DNMT1 inh,eLon inh
CCOC(=O)c1cc(C(=O)OCC)c(=O)[nH]c1C,0,-2,-0.1,-2,-6,-1.2,1.5,-8,2,-5
Cc1cccc(N2CCN(C(=O)CCC(=O)N3CC(C)Oc4ccc(C)cc43)CC2C)c1 (stereo not drawn),-1,0,-0.1,2,0,0.3,0.8,5,-2,-7
Cc1c(C(=O)NC(C)c2ccccn2)oc2c(Cl)cccc12 (stereo not drawn),-1,1,-0.4,-1,-7,1.0,0.1,-1,-3,3
COc1ccc(OC)c(N(CC(=O)NCCSCc2ccc(C)cc2)S(C)(=O)=O)c1,2,3,-0.5,-2,-6,-1.1,0.2,8,3,1
COc1ccc(NC(=O)c2ccc3ccccc3c2)cc1NS(=O)(=O)c1ccc(F)cc1,-10,-4,-0.3,-1,-3,2.1,0.1,-10,-10,-32
CCOc1ccc(C2=CSC3=NCCN23)cc1[N+](=O)[O-],-12,-19,-0.1,2,-2,2.2,-0.5,0,-3,4
CCC(CC)C(=O)Nc1ccc(C)cc1O,-9,7,-0.3,2,-2,-0.8,0.1,4,-1,-11
CC(C)OC(=O)c1cc(C(=O)c2cc(Cl)ccc2O)coc1=N,-11,3,0.4,0,-4,0.0,0.4,-28,-4,2
COc1ccc(CC(=O)NCC2CCCN(Cc3cc(OC)cc(OC)c3)C2)cc1 (stereo not drawn),-4,-1,-0.9,0,-3,0.9,1.4,8,-3,8
S=C(NC12CC3CC(CC(C3)C1)C2)N1CCCC1,-8,-2,-0.2,1,0,-2.0,0.4,-8,1,-6
CSCCC(c1nc2ccccc2[nH]1)n1c(=O)c(-c2ccco2)nc2ccccc21 (stereo not drawn),nt,-14,-0.8,nt,nt,0.5,2.4,-42,nt,nt
Cc1ccc(NC(=O)CN(C)C(=O)/C=C/c2cccs2)cc1,-6,-13,0.5,1,-5,-1.1,2.1,10,1,2
COc1ccccc1NC(=S)N1CCC(NC(=O)C23CC4CC(CC(C4)C2)C3)CC1,6,-3,-0.6,3,-4,-0.4,-0.2,-2,2,-4
Cc1ccc(N2CCN(C(C(=O)Nc3c(C)cccc3C)c3cccc(F)c3)CC2)cc1 (stereo not drawn),nt,4,-0.4,nt,nt,0.8,-0.4,-1,nt,nt
CCC(Oc1ccccc1)C(=O)N(C)CC(=O)N(CC(C)C)c1c(N)n(CC(C)C)c(=O)[nH]c1=O (stereo not drawn),3,4,-0.7,-2,-11,-0.6,0.1,11,3,4
Cc1nc2c3ccccc3nc(NNC(=O)CCC(=O)NCCN3CCN(c4ccccc4)CC3)n2n1,14,4,-0.5,-4,-6,-0.9,-0.5,7,3,0
O=c1c(-c2ccco2)nc2ccccc2n1C(CCc1ccccc1)c1nc2ccccc2[nH]1 (stereo not drawn),nt,-3,0.8,nt,nt,3.6,0.3,-97,nt,nt
Cc1ccc(-n2nnnc2SCC(=O)NC2CCS(=O)(=O)C2)c(C)c1 (stereo not drawn),-7,-2,-0.1,-3,-7,-1.4,3.1,-4,0,4
Cc1cccc(NC(=O)CCS(=O)(=O)c2ccccc2)c1,-14,2,-0.5,4,0,0.8,-0.5,8,3,-21
O=C1CCN(c2ncccc2[N+](=O)[O-])CC1,-3,-7,0.3,-1,-3,1.0,-0.3,2,-7,-7
O=C(NCCc1ccc(C(F)(F)F)cc1)C1CCC(=O)N(CCCc2ccccc2)C1 (stereo not drawn),-4,-5,0.0,-2,-1,0.5,0.8,8,1,-4
O=C(/C=C/c1ccccc1)N/C(=C/c1ccccc1)C(=O)Nc1ccccc1O,-7,-2,0.0,-2,-3,0.0,0.1,-6,-5,-21
CC1=C(C(=O)N(C(C)C)C(C)C)CC(CC(=O)NCCc2ccccn2)C(=O)N1Cc1ccc(C(C)(C)C)cc1 (stereo not drawn),nt,-1,-0.3,-1,3,-0.7,0.2,7,-3,-7
Cc1ccc(S(=O)(=O)NNC2=NS(=O)(=O)c3ccccc32)c(C)c1,3,4,1.1,-1,-7,-0.4,0.1,3,1,-8
c1nc2n(n1)C1=C(CCCC1)C1(CCCCC1)N2,-6,2,-0.1,-1,-3,-2.3,0.8,-1,0,-1

# Other compounds follow.
SMILES,Scp-1 inhibitor,SUMO1-SIM PPI,TbMetRS inhib,STEP block,MsrA act,LMPTP block,MsrA inhibitor,NRP1-CendR mod,DNMT1 inh,eLon inh
CN(C)c1ccc(N/C(N)=N/c2nc(C(F)(F)F)cc(C(F)(F)F)n2)cc1,3,-1,-1.0,4,-8,0.0,1.6,-7,-4,-2
Cc1csc(Sc2nc3c(c(=O)[nH]c(=O)n3C)n2CCCc2ccccc2)n1,-12,3,0.9,1,-1,-1.6,1.4,7,1,-10
COCCCNc1ncnc2c1cnn2-c1ccc(C)cc1C,-12,2,-0.1,-4,-1,-1.0,0.2,-6,7,1
Nn1c(SCC(=O)Nc2ccccc2)nnc1C1CCCCC1,-9,0,-0.2,-2,-1,-0.4,-1.0,-13,-1,-5
Cc1noc(C)c1CSc1nc2sc3c(c2c(=O)n1C)CCCC3,-11,-9,-0.1,4,-2,3.8,-0.3,-10,-5,3
COc1cc(C)c(Br)cc1S(=O)(=O)N1CCOCC1,-4,-4,-0.9,4,1,-0.4,-1.0,-15,1,10

# Screening results: PubChem BioAssay, several laboratories
